# VCAM1 TNFa inh: reduces TNF alpha induced VCAM1 expression in HUVEC; HUVEC TNFa-induced VCAM-1 immunofluorescence, high-content imaging; inhibition, % at 2 µM; 95,000 compounds, 0.48% hits;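 active means inhibition above the batch mean plus 3 SD, with images confirmed as a hit by eye, cut at about 37% in these data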;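 further: 0% = TNF-stimulated DMSO wells and 100% = unstimulated control wells; not every result past the cut was called active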
# Candida biofilm: kills Candida albicans biofilms; C. albicans biofilm + clotrimazole, Alamar Blue; inhibition, % at 6 µM; 85,000 compounds, 0.14% hits; AID 834;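 active means inhibition above 20%; inactive means inhibition below 20%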;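 further: preformed 24 hr biofilms exposed to compound for 48 hr; 0% = biofilm without compound and 100% = blank killed by clotrimazole plus chlorhexidine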
# sEH act: activators of human soluble epoxide hydrolase; P34913; purified human sEH enzymatic activity, activator screen; 91,000 compounds, 0.04% hits; activation, % at 2 µM; in the data active means activation above about 37%; further: values of inactives mirror those of a sister screen read the other way
# sEH inhibitor: blocks human soluble epoxide hydrolase activity; recombinant human sEH enzymatic activity assay; P34913; 91,000 compounds, 0.34% hits; inhibition, % at 2 µM; in the data active means inhibition above about 80%; further: values of inactives mirror those of a sister screen read the other way; many of its hits are not listed in these tables
# TNFa cytotox: HUVEC cytotoxicity counter-screen, TNF alpha stimulated; HUVEC TNFalpha-stimulated, Hoechst cell count, imaging; cell count reduction, % at 2 µM; 93,000 compounds, 0.17% hits; AID 848;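 active means cell count reduction exceeding the screen mean by over 5 SD, scaled to untreated wells per plate, cut at about 78% in these data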;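 further: cells counted after 24 h of TNF alpha exposure following the 1 h pretreatment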
# Smad3 FoxH1 inh: Smad3 (human) transcription factor binding inhibition; P84022; TR-FRET Smad3/Dy647-FoxH1 peptide binding, europium anti-His; inhibition, % at 25 µM; 88,000 compounds, 0.29% hits;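 active means compounds that reduce the energy-transfer binding signal between the protein and its labelled peptide by more than half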;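 further: 0% = Smad3 plus labelled peptide maximal FRET and 100% = peptide-only background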
# Target sequence (P84022 whole entry, looked up): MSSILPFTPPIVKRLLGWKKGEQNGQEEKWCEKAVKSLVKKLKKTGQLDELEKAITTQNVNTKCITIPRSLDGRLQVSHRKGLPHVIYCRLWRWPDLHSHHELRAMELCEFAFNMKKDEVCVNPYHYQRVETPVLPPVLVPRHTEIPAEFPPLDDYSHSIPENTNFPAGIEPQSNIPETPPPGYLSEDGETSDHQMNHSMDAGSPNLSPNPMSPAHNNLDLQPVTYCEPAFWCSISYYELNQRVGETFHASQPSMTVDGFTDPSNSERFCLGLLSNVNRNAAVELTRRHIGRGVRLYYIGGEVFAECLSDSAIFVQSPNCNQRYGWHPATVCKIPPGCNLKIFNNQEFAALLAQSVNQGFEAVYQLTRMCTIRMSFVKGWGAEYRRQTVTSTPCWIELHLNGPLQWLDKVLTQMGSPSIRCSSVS
# F-actin modifier: modifiers of cytoskeleton assembly; HUVEC TNFa F-actin phalloidin imaging, high content; inhibition, % at 2 µM; 91,000 compounds, 0.18% hits;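 active means inhibition above the batch mean plus 3 SD and confirmed as a hit by visual image inspection, cut at about 30% in these data, passing the limit was not always enough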; further: strong numbers were not always called active
# HUVEC tox IL1B: toxic to HUVEC cells under IL-1B stimulation | HUVEC cell count loss, Hoechst imaging, IL-1B stimulated | cell count reduction, % at 2 µM | 94,000 compounds, 0.41% hits | AID 845;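 active means cell count reduction more than 3 SD above the screen-wide mean, cut at about 70% in these data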;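 further: normalized per plate to untreated control cells as the no-loss baseline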
# ERb SRC1 inh: ER-beta (human) coactivator binding inhibition; AID 633; inhibition, % at 25.6 µM; Q92731; 86,000 compounds, 1.3% hits; TR-FRET ER-beta LBD / SRC1-Cy5 peptide binding; receptor agonist-loaded with 1 µM estradiol;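 active means compounds whose percent inhibition of the receptor-coactivator binding signal exceeds about 50% in the single-dose screen, limit read from the data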;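 further: 0% = receptor plus peptide wells without compound and 100% = peptide-only wells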
# Target sequence (Q92731 whole entry, looked up, the tested form may be a part): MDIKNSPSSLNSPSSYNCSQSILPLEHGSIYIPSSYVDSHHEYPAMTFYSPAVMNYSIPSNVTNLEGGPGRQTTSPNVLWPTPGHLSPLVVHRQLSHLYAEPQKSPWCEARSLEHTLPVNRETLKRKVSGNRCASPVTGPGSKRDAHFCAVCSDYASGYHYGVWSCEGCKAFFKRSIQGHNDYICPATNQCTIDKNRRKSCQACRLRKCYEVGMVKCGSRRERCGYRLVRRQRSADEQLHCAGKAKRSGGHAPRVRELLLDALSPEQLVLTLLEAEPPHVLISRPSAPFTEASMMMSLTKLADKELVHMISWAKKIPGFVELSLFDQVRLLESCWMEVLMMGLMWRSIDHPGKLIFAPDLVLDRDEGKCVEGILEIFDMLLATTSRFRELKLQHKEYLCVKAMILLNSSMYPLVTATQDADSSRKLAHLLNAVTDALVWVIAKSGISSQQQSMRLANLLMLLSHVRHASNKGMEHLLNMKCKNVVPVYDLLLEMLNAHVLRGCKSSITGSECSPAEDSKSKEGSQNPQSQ
# * marks the source's active call; other numbers are inactive results; / = no result given; [ ] = another dose, or the depositor's remark. Not all compounds are listed; rates above refer to the full screens.
item	Compound	VCAM1 TNFa inh	Candida biofilm	sEH act	sEH inhibitor	TNFa cytotox
1	COc1cc(CN2CCN(CCOCCO)CC2)cc(OC)c1OC	14	4	9	-10	-16
2	Cc1cc(NC(=O)CSc2nnc(CNc3cccc(C(F)(F)F)c3)n2Cc2ccco2)no1	9	8	/	/	-2
3	O=C(O)c1ccccc1C1=Nc2ccc(O)cc2Oc2cc(O)ccc21	21	8	-3	3	-14
4	O=C1CC(c2cccc(Cl)c2)c2cc3c(cc2N1)CCC3 (stereo unspecified)	15	/	-2	5	2
5	CC1CCN(S(=O)(=O)c2ccc(C(=O)OCc3ccc4c(c3)OCO4)cc2)CC1	13	5	1	-1	-56
6	N#C/C(=C/c1ccc2c(c1)OCO2)C(=O)NCCc1c[nH]c2ccccc12	0	/	14	-18	-10
7	COc1cc(NS(=O)(=O)c2ccc(NC(=O)COc3ccc(C)cc3)cc2)nc(OC)n1	7	8	/	/	-10
8	CC(=O)NCc1ccc(C(=O)CSc2nnc(-c3ccncc3)n2Cc2ccccc2)o1	9	6	15	-12	-16

item	Smad3 FoxH1 inh	F-actin modifier	HUVEC tox IL1B	ERb SRC1 inh
1	-4	-24	4	-4
2	6	-4	4	-6
3	-9	-16	2	62*[fluorescence artefact?]
4	/	-18	4	/
5	-15	/	0	-3
6	/	32	-3	/
7	6	-15	-43	-5
8	5	10	-8	41[fluorescence artefact?]

# Continued, starting with the last 2 of the part before.
item	Compound	VCAM1 TNFa inh	Candida biofilm	sEH act	sEH inhibitor	TNFa cytotox
7	COc1cc(NS(=O)(=O)c2ccc(NC(=O)COc3ccc(C)cc3)cc2)nc(OC)n1	7	8	/	/	-10
8	CC(=O)NCc1ccc(C(=O)CSc2nnc(-c3ccncc3)n2Cc2ccccc2)o1	9	6	15	-12	-16
9	O=C(CN(CCc1ccccc1)C(=O)CNS(=O)(=O)c1ccc(F)cc1)NCC1CCCO1 (stereo unspecified)	-23	-1	10	-10	4
10	O=c1nc2ccccc2c(NS(=O)(=O)c2ccccc2)n1-c1ccccc1	-30	/	-5	7	/
11	Cc1cccc(Oc2ncnc3onc(C)c23)c1C	3	/	10	-4	5
12	Cc1ccc(N2CCN(c3ccc(C)cc3)C(CC(=O)O)C2=O)cc1 (stereo unspecified)	-6	-6	11	-8	9
13	CCCn1c(CC)nc([N+](=O)[O-])c1Sc1ccc(C)cc1	20	/	-5	7	-7
14	CCOc1ccc(NC(=O)CN(C)CC(=O)Nc2ccccc2C#N)cc1OCC	7	-3	-6	7	-42
15	Cc1[nH]c(=O)c(C#N)c2c1CSC(C)(C)C2	13	4	-8	8	4
16	C=CCn1c(C)cc(C(=O)CSc2nnc(Cc3ccccc3)o2)c1C	22	2	-17	20	-15

item	Smad3 FoxH1 inh	F-actin modifier	HUVEC tox IL1B	ERb SRC1 inh
7	6	-15	-43	-5
8	5	10	-8	41[fluorescence artefact?]
9	-9	23	22	-10
10	/	-14	-15	/
11	/	-30	-9	/
12	7	-8	29	-3
13	/	-6	6	/
14	-5	-4	10	-2
15	-12	-6	-14	-7
16	-4	13	-10	1

# Entries by screen from above:
# ERb SRC1 inh, nos. 9–16, in order: -10, /, /, -3, /, -2, -7, 1

# Quoted at random: 5 compounds from above, in no set order.
item	Compound	VCAM1 TNFa inh	Candida biofilm	sEH act	sEH inhibitor	TNFa cytotox
11	Cc1cccc(Oc2ncnc3onc(C)c23)c1C	3	/	10	-4	5
9	O=C(CN(CCc1ccccc1)C(=O)CNS(=O)(=O)c1ccc(F)cc1)NCC1CCCO1 (stereo unspecified)	-23	-1	10	-10	4
16	C=CCn1c(C)cc(C(=O)CSc2nnc(Cc3ccccc3)o2)c1C	22	2	-17	20	-15
13	CCCn1c(CC)nc([N+](=O)[O-])c1Sc1ccc(C)cc1	20	/	-5	7	-7
12	Cc1ccc(N2CCN(c3ccc(C)cc3)C(CC(=O)O)C2=O)cc1 (stereo unspecified)	-6	-6	11	-8	9

item	Smad3 FoxH1 inh	F-actin modifier	HUVEC tox IL1B	ERb SRC1 inh
11	/	-30	-9	/
9	-9	23	22	-10
16	-4	13	-10	1
13	/	-6	6	/
12	7	-8	29	-3

# (list continues)
item	Compound	VCAM1 TNFa inh	Candida biofilm	sEH act	sEH inhibitor	TNFa cytotox
17	CCOC(=O)N1CCN(C2=Nc3cccc4cccc2c34)CC1	-1	5	-3	2	12
18	COC(=O)c1cc(-c2ccccc2)on1	8	6	-4	3	9
19	COc1ccc(N(Cc2cc3cc(OC)ccc3[nH]c2=O)C(=O)c2cccnc2)cc1	5	5	12	-13	-15
20	CCc1nnc(NC(=O)c2ccc(-c3ccc(Cl)cc3)o2)s1	-7	4	-1	3	1
21	Cc1ccc(S(=O)(=O)CC(=O)Nc2ccc(S(=O)(=O)Nc3onc(C)c3C)cc2)cc1	-14	5	12	-15	-15
22	Cn1cccc1/C=N/n1c(-c2ccc(Cl)cc2Cl)n[nH]c1=S	-1	/	6	-7	-11
23	COc1ccc(N(CC(=O)Nc2ccc(C)cn2)S(=O)(=O)c2c(C)nn(C)c2C)cc1	29	0	-13	15	-10
24	COc1ccc(/C=C/C(=O)OC(C)CN2CCOCC2)cc1 (stereo unspecified)	-2	/	2	-4	-8

item	Smad3 FoxH1 inh	F-actin modifier	HUVEC tox IL1B	ERb SRC1 inh
17	6	34	0	-3
18	5	14	-8	-9
19	3	-12	-34	6[fluorescence artefact?]
20	-18	-4	2	42
21	4	14	-7	-2
22	/	15	-5	/
23	10	-22	-10	-13
24	/	9	-92	/

# Following part:
item	Compound	VCAM1 TNFa inh	Candida biofilm	sEH act	sEH inhibitor	TNFa cytotox
25	CCOc1ccc2[nH]c(=O)c(CN(Cc3nnnn3Cc3ccccc3)CC3CCCO3)cc2c1 (stereo unspecified)	-10	6	7	-6	10
26	CC1CN(S(=O)(=O)c2cccs2)CC(C)O1 (stereo unspecified)	12	/	-6	7	-9
27	Cc1cc(-c2ccco2)n(CC(=O)NCc2ccccc2)n1	-7	6	-6	4	-31
28	CCCCOc1ccc(C(=O)NC)cc1	10	5	-1	5	-36
29	Cc1ccc(C)c(CSc2nnc([C@@H](N)C(C)C)o2)c1	-11	-3	-7	6	-17
30	Cc1cc(=O)n2[nH]c(-c3ccc(C(C)(C)C)cc3)cc2n1	9	/	0	-1	-22
31	COC(=O)c1c(NC(=O)c2cccnc2)sc(C)c1C	2	3	13	-15	5
32	CCN(CC)C(=O)NC1CC2CCCC(C1)N2Cc1ccccc1 (stereo unspecified)	2	4	-21	20	-8

item	Smad3 FoxH1 inh	F-actin modifier	HUVEC tox IL1B	ERb SRC1 inh
25	7	-3	54	-6
26	7	-5	22	-8
27	4	-13	-2	-1
28	12	-26	-22	-7[fluorescence artefact?]
29	-1	-39	-37	-2
30	/	-1	-2	/
31	2	/	13	2
32	10	21	-17	0

# The listing continues:
item	Compound	VCAM1 TNFa inh	Candida biofilm	sEH act	sEH inhibitor	TNFa cytotox
33	COc1cc(C2CC(=O)c3cnc(NC(C)=O)nc3C2)cc(OC)c1OC (stereo unspecified)	18	-1	6	-6	-44
34	COCCn1c(COc2ccc(C)cc2)nc2ccccc21	-20	6	6	-4	-34
35	S=C(NC1CCCCC1)c1ccc2c(c1)OCO2	-1	13	-3	2	-9
36	Cc1nn(-c2ccccn2)c2nc(-c3cccs3)cc(C(=O)N3CCOCC3)c12	-1	4	1	-2	-9
37	CC(C)(C)C1CC=C2C(C#N)=C(N)C(C#N)(C#N)C(c3cccs3)C2C1 (stereo unspecified)	13	5	-3	6	3
38	Cc1nc(C)c(-c2ccccc2)c(=O)[nH]1	14	8	11	-10	-26
39	COc1ccc(Oc2nc(C)cc(C)c2C#N)cc1	11	10	-13	13	12
40	Cc1cc(C(F)F)n2nc(C(=O)Nc3sc4c(c3C#N)CCC(C)C4)nc2n1 (stereo unspecified)	2	3	8	-9	-6

item	Smad3 FoxH1 inh	F-actin modifier	HUVEC tox IL1B	ERb SRC1 inh
33	12	-2	-13	-4
34	-4	16	-33	-14[fluorescence artefact?]
35	2	30	-6	-1
36	-3	-14	8	2
37	9	-18	-17	-4
38	2	-8	-17	1
39	3	-9	-13	4
40	8	36	-15	-4

# Following part
item	Compound	VCAM1 TNFa inh	Candida biofilm	sEH act	sEH inhibitor	TNFa cytotox
41	CCN1C(=O)c2cccc3c(S(=O)(=O)Nc4ccccc4)ccc1c23	22	3	1	3	2
42	Cc1ccc(NC2=CC(=O)CC(C)(C)C2)c(N)c1	5	1	-4	4	-20
43	C/C(=N/NC(=O)c1cc(C(C)C)[nH]n1)c1cccs1	8	6	1	0	-28
44	C=C(C)CN1C(=O)C(O)(CC(=O)c2ccc3c(c2)OCCO3)c2ccccc21 (stereo unspecified)	-34	6	-3	2	-32
45	COCCn1nnnc1C(c1ccc(Cl)cc1)N1CCSCC1 (stereo unspecified)	4	6	-2	1	0
46	COc1ccccc1C(=O)Nc1ccc2c(c1)OCO2	-17	3	-10	13	/
47	CCNc1nc(Oc2ccc(=O)n(C)n2)nc(N2CCOCC2)n1	7	8	4	-2	-34
48	COc1ccc(C(=O)NCc2nnc(SCC(=O)Nc3cccc(C(F)(F)F)c3)o2)cc1OC	11	2	8	-6	-5

item	Smad3 FoxH1 inh	F-actin modifier	HUVEC tox IL1B	ERb SRC1 inh
41	10	0	-2	-1
42	-21	-20	-33	-6[fluorescence artefact?]
43	8	-1	/	-1
44	14	-4	-15	-22[fluorescence artefact?]
45	8	-23	-22	-6
46	5	19	-25	-13
47	7	/	-64	-8
48	3[fluorescence artefact?]	0	-6	2

# Carrying on:
item	Compound	VCAM1 TNFa inh	Candida biofilm	sEH act	sEH inhibitor	TNFa cytotox
49	CC(=O)c1ccc(-n2nnnc2SCC(=O)N2CCc3ccccc3C2)cc1	2	7	21	-24	-14
50	CC1CCN(C(=O)c2ccc(NS(C)(=O)=O)cc2)CC1	12	1	0	3	-1
51	O=C(NCc1cccs1)C1CCCN1C(=O)NC1CCCCC1 (stereo unspecified)	2	-2	-26	24	-15
52	O=C(CSc1nccn1Cc1ccccc1)Nc1nccs1	5	4	-6	11	-22
53	O=C(CCCC(=O)OCC(F)(F)C(F)F)Nc1nccs1	-13	10	/	/	-2
54	COC(=O)c1ccc(Cl)c(NC(=O)CN2CCN(Cc3ccccc3)CC2)c1	18	6	7	-5	-32
55	CS/C(=N\S(=O)(=O)c1cccs1)NC(=O)CSc1nc2ccccc2s1	-1	-1	10	-10	-10
56	COc1ccccc1NS(=O)(=O)c1cccc(NC(=O)c2nc3nc(C)cc(C)n3n2)c1	4	/	9	-11	-8

item	Smad3 FoxH1 inh	F-actin modifier	HUVEC tox IL1B	ERb SRC1 inh
49	9	-4	32	1
50	-22	19	4	-2
51	-24[fluorescence artefact?]	42	31	-6
52	13	-4	-1	-4[fluorescence artefact?]
53	6[fluorescence artefact?]	12	23	8[fluorescence artefact?]
54	10	14	-2	-11
55	2	16	8	26[fluorescence artefact?]
56	/	-7	3	/

# Going on with the list:
item	Compound	VCAM1 TNFa inh	Candida biofilm	sEH act	sEH inhibitor	TNFa cytotox
57	Cc1cc(C)n2nc(C(=O)Nc3nccs3)nc2n1	16	2	-8	10	-6
58	O=C1CC(N2CCOCC2)C(=O)N1c1ccccc1Cl (stereo unspecified)	15	8	-4	4	0
59	CCCS(=O)(=O)N1CCN(c2ccccn2)CC1	15	6	-2	3	-35
60	CCOC(=O)CC(=O)CSC1=C(C#N)C(c2ccccc2OC)CC(=O)N1 (stereo unspecified)	9	6	/	/	-13
61	COc1ccccc1-n1c(C)nnc1SCC(N)=O	6	8	5	-3	-3

item	Smad3 FoxH1 inh	F-actin modifier	HUVEC tox IL1B	ERb SRC1 inh
57	12	-6	-28	9
58	5	-7	-32	4
59	-5	6	-11	-9
60	10	-3	/	4[fluorescence artefact?]
61	4	5	-7	-13[fluorescence artefact?]

# Bioassay records deposited in PubChem BioAssay by several laboratories.
